Screens (PubChem BioAssay)
XBP1 UPR activ: adaptive UPR (XBP1) activation. CHO-XBP1 luciferase reporter, IRE1-XBP1 UPR activation, luminescence; percent of tunicamycin response, DMSO as zero. activation, % at 20 µM. 0.33% of 330,000 active;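 active means versus positive control, 20 µM dose yields 30% or more activation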;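 further: 100% = tunicamycin at 10 µg/mL and 0% = DMSO only wells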
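Test system: CHO-XBP1 luciferase reporter cells | Buffer or medium: Serum-containing F12 medium, 10% FBS | Schedule: 6 h compound exposure at 37 °C, 5% CO2 | Detection: Steady-Glo luciferase glow luminescence, 10 min after reagent addition | Read-out basis: Activation, % of tunicamycin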
Mdm2 MdmX PPI: disrupts the human Mdm2-MdmX interaction; inhibition, % at 8 µM; 3% of 330,000 active; O15151+Q00987; SaOS-2 split-luciferase Mdm2/MdmX complementation, luminescence; AID 485346;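 active means inhibition of at least 50% at 8 µM in the primary screen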
Target sequence (O15151 whole entry, looked up): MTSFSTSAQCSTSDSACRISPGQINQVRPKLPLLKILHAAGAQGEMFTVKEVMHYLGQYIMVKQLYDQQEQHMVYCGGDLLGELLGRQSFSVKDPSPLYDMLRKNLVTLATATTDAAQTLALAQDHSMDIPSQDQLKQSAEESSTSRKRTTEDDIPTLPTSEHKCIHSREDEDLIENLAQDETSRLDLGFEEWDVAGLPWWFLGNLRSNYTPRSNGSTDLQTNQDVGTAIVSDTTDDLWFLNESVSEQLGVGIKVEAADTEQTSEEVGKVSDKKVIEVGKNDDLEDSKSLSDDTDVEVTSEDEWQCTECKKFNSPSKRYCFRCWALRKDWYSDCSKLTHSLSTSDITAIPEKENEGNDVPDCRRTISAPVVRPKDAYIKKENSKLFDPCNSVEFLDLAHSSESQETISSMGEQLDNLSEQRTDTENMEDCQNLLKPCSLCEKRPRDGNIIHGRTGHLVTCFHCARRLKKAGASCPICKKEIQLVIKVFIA
Target sequence (Q00987 whole entry, looked up): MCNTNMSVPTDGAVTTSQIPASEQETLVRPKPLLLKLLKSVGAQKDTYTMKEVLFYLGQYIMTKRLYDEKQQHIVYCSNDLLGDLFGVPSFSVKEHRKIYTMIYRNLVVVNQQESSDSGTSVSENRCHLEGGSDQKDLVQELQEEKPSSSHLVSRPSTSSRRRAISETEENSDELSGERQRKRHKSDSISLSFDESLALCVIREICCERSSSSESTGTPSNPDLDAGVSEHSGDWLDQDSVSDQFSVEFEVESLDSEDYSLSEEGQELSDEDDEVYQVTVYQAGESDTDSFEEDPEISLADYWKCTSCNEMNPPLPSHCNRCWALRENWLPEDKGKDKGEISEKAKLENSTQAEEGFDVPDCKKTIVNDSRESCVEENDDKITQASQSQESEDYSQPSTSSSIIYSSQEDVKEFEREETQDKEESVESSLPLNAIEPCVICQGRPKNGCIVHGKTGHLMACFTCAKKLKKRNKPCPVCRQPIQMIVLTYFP
697 NFkB inh: inhibitors of the PMA/ionomycin-induced NF-kB reporter in 697 B cells | 697 B-cell NF-kB luciferase reporter, 16 h | inhibition, % at 4 µM | 0.33% of 330,000 active; in the data active means inhibition above about 35%
Jurkat NFkB inh: inhibitors of the PMA/ionomycin-induced NF-kB reporter in Jurkat cells; AID 435003; PMA/ionomycin-induced NF-kB luciferase reporter, luminescence; inhibition, % at 4 µM; 0.53% of 330,000 active; in the data active means inhibition above about 50%
UPR CHOP act: activators of apoptotic arm of unfolded protein response (CHOP). CHO-CHOP luciferase reporter, UPR activation, luminescence; percent of tunicamycin response over DMSO baseline. activation, % at 10 µM. 0.34% of 330,000 active;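 active means at 10 µM dose, activation of 40% or more, normalized to positive control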;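 further: 100% = tunicamycin at 10 µg/mL and 0% = DMSO alone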
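Assay system: CHO cells with stable CHOP pathway luciferase reporter; Buffer or medium: F12 plus 10% serum; Times: 16-18 h cell attachment, then 6 h compound exposure, 37 °C; Signal: luciferase luminescence; Read-out basis: percent activation relative to tunicamycin control; Control set: tunicamycin high control, DMSO low control.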
tim23-1 inh: inhibits growth of tim23-1 mutant yeast | S. cerevisiae tim23-1 growth, BacTiter-Glo luminescence, 24 h | inhibition, % at 20 µM | 1.3% of 330,000 active;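 active means growth inhibition of the mutant yeast at or above 50%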;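 further: temperature-sensitive mutant grown at 25 °C; plate controls were DMSO-treated mutant yeast for no effect and medium wells lacking yeast for full effect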
tim10-1 inh: tim10-1 yeast growth inhibition. S. cerevisiae tim10-1 ts strain growth, BacTiter-Glo, 24 h. inhibition, % at 20 µM. 2.2% of 330,000 active. AID 463190;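 active means inhibition of at least 40%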;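 further: mutant grown at 25 °C; 0% = DMSO wells with yeast and 100% = wells holding no yeast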
TIM10 inh: growth inhibitors of TIM10 yeast strain; S. cerevisiae TIM10 strain growth, BacTiter-Glo luminescence, 24 h; inhibition, % at 10 µM; 1.4% of 330,000 active; AID 463195;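 active means inhibition of 40% or more at the single tested concentration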;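 further: wild-type TIM10 isogenic control strain grown at permissive 25 °C; 0% = DMSO yeast wells and 100% = minimal medium wells without yeast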
The depositor's hits bear a star.

The first 3 records, ahead of the listing:
SMILES	XBP1 UPR activ	Mdm2 MdmX PPI	697 NFkB inh	Jurkat NFkB inh	UPR CHOP act	tim23-1 inh	tim10-1 inh	TIM10 inh
Cc1cc(C)c(COc2ccc(/C=N/n3c(C)n[nH]c3=S)cc2)c(C)c1	14.2	42.5	-37.7	41.0	22.1	39.3	41.2*	14.4
COc1cc(OC)cc(C(=O)NNC(=O)CCC(=O)c2cc(C)sc2C)c1	2.5	-16.1	3.5	-3.1	0.8	14.8	-4.5	0.1
COc1ccc2oc(=O)c(C(=O)Nc3ccccc3O)cc2c1	1.5	-240.5	-279.5	-200.6	0.6	-4.8	10.7	-3.4

The whole of this part, from the start:
SMILES	XBP1 UPR activ	Mdm2 MdmX PPI	697 NFkB inh	Jurkat NFkB inh	UPR CHOP act	tim23-1 inh	tim10-1 inh	TIM10 inh
Cc1cc(C)c(COc2ccc(/C=N/n3c(C)n[nH]c3=S)cc2)c(C)c1	14.2	42.5	-37.7	41.0	22.1	39.3	41.2*	14.4
COc1cc(OC)cc(C(=O)NNC(=O)CCC(=O)c2cc(C)sc2C)c1	2.5	-16.1	3.5	-3.1	0.8	14.8	-4.5	0.1
COc1ccc2oc(=O)c(C(=O)Nc3ccccc3O)cc2c1	1.5	-240.5	-279.5	-200.6	0.6	-4.8	10.7	-3.4
CCCCC(=O)Nc1ccc(C(=O)NCCc2ccccc2)cc1	3.1	7.5	-31.2	-24.8	6.5	13.5	-14.9	7.2
C/C=C(\C)C(=O)NCCN1C2=NC[C@H](Cc3ccc(O)cc3)N2C[C@H]1Cc1ccc(O)cc1	2.6	8.7	1.7	18.5	-0.7	6.8	-9.9	1.8
CCCC(=O)Nc1cccc(C(=O)Nc2nccs2)c1	-0.6	2.0	1.3	-2.6	0.4	21.7	15.8	5.8
CC(C)CCNC(=O)CCn1c(=S)oc2ccccc21	0.2	9.1	11.1	0.8	0.1	9.3	13.0	6.1
O=C(CSc1nnc(Nc2ccccc2)s1)NCC1CCCO1 (centres undefined)	-2.2	-6.0	-14.1	-11.0	1.4	20.2	17.1	8.6
O=C(Cn1cnc2cc([N+](=O)[O-])ccc2c1=O)NC1CCS(=O)(=O)C1 (centres undefined)	5.0	4.8	14.6	5.2	-0.9	-4.8	-0.1	7.5
CCCCNC(=O)N1CCN(c2ccccc2OCC)CC1	11.2	18.0	-18.5	-13.6	-2.6	12.1	6.2	4.7
O=C1c2ccccc2C(=O)N1CCCC(=O)N1CCCc2ccccc21	-2.3	-4.3	-18.1	-1.5	1.1	25.8	22.6	15.2
COc1ccc(C(=O)NNC(=O)COc2ccc(Cl)cc2C)cc1S(=O)(=O)N1CCOCC1	-1.9	28.6	8.6	4.9	0.6	-8.7	-21.2	-20.0
O=C(Cc1ccccc1)NCCSCc1ccccc1	2.0	7.1	-7.8	-7.4	5.1	4.1	8.8	-8.8
C[C@]12C=CC(=O)C=C1CC[C@@H]1[C@@H]2[C@@H](O)C[C@@]2(C)[C@H]1CC[C@]2(O)C(=O)CO	-1.5	-31.8	2.2	17.7	-2.2	-11.3	4.4	2.3
Oc1ccccc1-c1nc(N2CCCC2)c2ccccc2n1	-0.7	-0.2	4.8	-8.3	1.6	11.0	12.0	22.4

Limited to tim10-1 inh, XBP1 UPR activ and UPR CHOP act (3 entries from above):
Structure | tim10-1 inh | XBP1 UPR activ | UPR CHOP act
COc1ccc(C(=O)NNC(=O)COc2ccc(Cl)cc2C)cc1S(=O)(=O)N1CCOCC1 | -21.2 | -1.9 | 0.6
O=C(Cc1ccccc1)NCCSCc1ccccc1 | 8.8 | 2.0 | 5.1
C[C@]12C=CC(=O)C=C1CC[C@@H]1[C@@H]2[C@@H](O)C[C@@]2(C)[C@H]1CC[C@]2(O)C(=O)CO | 4.4 | -1.5 | -2.2

Continued.
SMILES	XBP1 UPR activ	Mdm2 MdmX PPI	697 NFkB inh	Jurkat NFkB inh	UPR CHOP act	tim23-1 inh	tim10-1 inh	TIM10 inh
Cc1noc(C)c1CCC(=O)N1CCCC(CCC(=O)NCc2ccc(F)c(F)c2)C1 (centres undefined)	-1.1	-3.9	-18.1	-19.5	1.8	3.4	12.1	-7.5
O=C(COC(=O)c1n[nH]c(=O)c2ccccc12)c1ccccc1	0.7	-11.0	1.4	0.3	1.1	9.1	20.8	7.3
COc1ccc(N2CCC(CNC(=S)Nc3cccc(C)c3)C2)cc1 (centres undefined)	-1.8	-0.2	0.8	4.5	0.4	41.4	-6.2	25.9
CC(=O)C1=C(c2ccccc2)NC(=O)NC1c1ccccc1OCC(=O)Nc1ccccc1 (centres undefined)	-0.6	12.0	2.6	1.8	-0.9	-8.8	4.8	-9.3
CCn1ncc(-c2cc(C(=O)O)no2)c1C	1.1	2.9	21.4	15.2	0.5	7.1	-6.2	5.2
COC(=O)c1ccc(COc2ccc(-c3nnn(CC(N)=O)n3)cc2)cc1	-3.1	55.6*	9.1	-24.4	-0.3	-31.7	-56.3	-9.7
O=C(NCc1ccc(Cl)cc1)C(=O)NCC1OCCN1S(=O)(=O)c1cccs1 (centres undefined)	-1.6	-8.7	6.6	-6.4	3.3	2.8	-12.0	-12.5
Fc1ccc(Nc2nc(-c3ccncc3)nc3ccccc23)cc1F	3.1	82.2*	8.8	-19.3	0.7	34.0	25.3	8.7
CC(=O)c1sc(NC(=O)C2CCN(c3ncnc4sc(C)c(C)c34)CC2)nc1-c1ccccc1	-4.2	9.5	11.5	9.9	-0.7	13.3	21.1	20.8
O=C(COC(=O)c1cccnc1Cl)Nc1cc(S(=O)(=O)N2CCCCC2)ccc1Cl	-1.8	-15.1	1.7	8.5	-2.0	12.9	29.5	1.1
CC(C)CNC(=O)COC(=O)c1n[nH]c2ccccc12	-0.3	1.3	16.1	-28.9	0.4	7.6	5.4	-19.4
O=C(CCCn1c(=O)c2cccn2c2cccnc21)NCc1cccc(Br)c1	2.2	14.8	-14.5	5.7	-0.3	15.0	13.7	20.7
CN(CC(=O)Nc1ccc(OC(F)(F)F)cc1)C(=O)/C=C/c1cc2c(cc1[N+](=O)[O-])OCO2	-3.2	-4.1	18.1	-4.3	1.3	9.2	-26.4	-3.8
Cc1ccc(Oc2coc3cc(OC(=O)c4cccs4)ccc3c2=O)cc1	1.7	20.0	-28.1	3.9	-0.3	16.3	33.5	38.9
CCCC(=O)c1ccc(N2CCN(C(=O)c3cccs3)CC2)c(F)c1	0.1	3.8	-5.2	-17.8	3.3	16.2	16.5	15.0
COC(=O)c1sc(N)c(C(=O)OC)c1COC(=O)[C@@H](NS(=O)(=O)c1cccc(Cl)c1)C(C)C	-0.9	54.5*	3.4	-2.8	-0.6	23.6	22.9	2.8
Cc1ccc(NC(=O)COC(=O)C2CCC(=O)N2)c(S(=O)(=O)N2CCOCC2)c1 (centres undefined)	0.7	-9.7	-2.5	-8.9	-0.4	-2.5	7.6	-13.9
COc1cccc(CNC(=O)C2CCCN(S(=O)(=O)c3c(C)n[nH]c3C)C2)c1 (centres undefined)	-1.8	24.2	-9.4	-1.3	-1.1	12.7	11.2	-5.7
CCOc1ccc(N2C(=O)CC(n3ccc(C)n3)C2=O)cc1 (centres undefined)	0.3	8.0	-12.3	7.9	-1.1	2.7	8.8	2.0
CN(CCC1CCOCC1)Cc1nc(Cc2ccccc2F)no1	-1.3	15.3	20.5	3.1	-0.8	8.2	-1.5	7.8
CCC/C(=C1/C(=O)CC(C)(C)C(C(=O)OC)C1=O)N1CCCC1 (centres undefined)	1.1	1.7	13.0	9.7	-2.0	-2.6	-19.6	-15.1
Cc1noc(C)c1C(=O)Nc1ccc(-c2nnc3n2CCCCC3)cc1	0.2	-32.8	14.6	7.4	0.5	1.5	10.6	13.1
CC1CCCC(NC(=O)CCn2c(=O)oc3ccccc32)C1C (centres undefined)	0.7	16.6	16.0	-12.8	-0.3	17.0	9.6	-4.5
O=C(OCc1nc2ccccc2s1)C1CCN(C2=NS(=O)(=O)c3ccccc32)CC1	0.8	-6.4	-62.3	-61.5	2.4	18.3	5.1	19.9
Oc1ccc2ccccc2c1C=Nc1ccccc1	-2.8	23.0	0.5	10.4	0.8	53.2*	37.6	26.0
O=C(N/N=C/c1ccccn1)c1ccc(NC(=O)c2ccc(F)cc2)cc1	-3.3	13.4	-22.8	0.0	1.9	-9.8	-25.2	5.6
Cc1cc(=O)[nH]c(N/N=C/c2c(C)nn(-c3ccccc3)c2C)n1	3.6	8.8	23.0	10.0	1.9	3.6	4.1	-6.2
Cc1ccc2[nH]c(CN3CCN(C)C(CCO)C3)c(C)c2c1 (centres undefined)	-7.1	-22.6	-11.2	-10.2	-2.0	-0.7	-2.3	-4.4
CC(=O)N(CN1C(=O)c2ccccc2C1=O)c1cccc(C)c1	-0.5	7.9	-4.4	-8.6	-2.1	7.9	17.1	3.0
Cc1cccc(C)c1NC(=O)NCCCN1CCN(c2ccccc2)CC1	-1.1	-17.9	1.5	-8.4	-0.8	6.7	15.8	-13.3
COc1cccc(NC(=O)CN(C)CC(=O)Nc2ccccc2-c2ccccc2)c1	-1.6	1.9	-2.1	-6.7	-0.5	17.4	38.3	-13.2
O=C(CN1Cc2ccccc2C1=O)Nc1ccc2c(c1)OCCO2	-4.4	-7.4	-101.3	-39.1	-2.6	19.6	5.4	-1.0
CCCn1c(CCC(=O)Nc2ccccc2Cc2ccccc2)nc2cc(S(=O)(=O)N3CCOCC3)ccc21	-6.1	-12.2	-6.1	-3.5	5.1	-1.3	0.7	11.4
CCc1nnc(NC(=O)c2ccc(N(C)S(=O)(=O)c3ccccc3)cc2)s1	-0.8	9.3	-37.2	-12.8	-0.9	21.6	19.8	0.8
CCCCn1c(N)c(N(CC(C)C)C(=O)c2cccc(S(=O)(=O)N3CC(C)OC(C)C3)c2)c(=O)[nH]c1=O (centres undefined)	0.8	7.5	6.1	8.2	-0.7	16.3	12.4	-5.4
CCOc1cccc(C(=O)NC(=S)Nc2ccc3c(c2)OCCO3)c1	2.8	-70.1	-39.9	-26.4	2.3	35.1	22.8	25.8
Cc1nn(-c2ccccc2)c(=S)c2ccccc12	6.2	31.5	-6.1	9.4	-2.3	20.4	31.8	25.8
O=C(COC(=O)c1cncc(Br)c1)NCCC1=CCCCC1	-1.5	-4.6	1.8	-1.0	1.0	5.8	18.1	14.7
O=C(Nc1nc(-c2cccc([N+](=O)[O-])c2)cs1)C(c1ccccc1)c1ccccc1	2.9	43.1	17.4	-2.0	1.2	11.9	-1.9	-7.5
COC1=C/C(=C/c2c(N)n3cc(C)sc3nc2=O)C=CC1=O	1.2	-34.7	-2.0	-6.5	4.0	30.7	26.9	21.7
O=C(O)COc1ccccc1/C=N/NC(=O)CNC(=O)c1ccco1	1.1	29.3	-11.1	4.7	-1.4	16.2	3.3	-1.7
COc1cccc(C2c3[nH]c4ccccc4c3C[C@H]3C(=O)N(c4ccccc4C(=O)N4CCC(C(=O)O)CC4)C(=O)N23)c1 (some centres undefined)	-4.0	-2.3	-12.9	-6.7	1.3	2.1	-7.4	7.8
Cc1ccc2c(c1)c(-c1csc(N)n1)c(C)n2C	1.1	2.1	2.0	-15.4	2.4	35.6	33.3	9.5
O=C(c1ccc(N2CCCC2=O)cc1)N1CCN(c2ccccc2)CC1	-1.4	15.8	12.0	10.4	1.6	4.6	19.5	12.0
O=C1CC(c2ccccc2)CC(=O)N1c1ccc(C(F)(F)F)cc1	-0.3	-1.5	5.8	0.8	2.5	2.7	-0.3	-3.6
O=c1oc(Nc2ccc(F)cc2)nc2ccccc12	5.9	-38.3	-161.4	-31.5	1.7	35.6	26.4	27.5
COc1cc(-c2c(NC(=O)c3ccco3)oc3c(C)cccc3c2=O)cc(OC)c1OC	-1.3	20.2	-17.4	2.2	-0.8	13.7	6.9	12.5
Cc1cc(NC(=O)/C=C\C(=O)O)c([N+](=O)[O-])cc1C	-2.0	21.8	17.1	20.4	1.6	0.9	-2.9	5.9
